Screens: PubChem, Sanford-Burnham Center for Chemical Genomics
Rat MKP-3 inhibitors = MKP-3 phosphatase inhibitors, primary screen, biochemical, rat enzyme, in vitro (AID 425) | Dual specificity protein phosphatase 6 (Rattus norvegicus) | 110,000 tested, 0.17% active | one-dose inhibition, % at 20 µM; IC50 in µM for titrated hits | recombinant MKP-3 phosphatase activity, fluorescence; higher % means a stronger effect; in the data active = inhibition above about 50%;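 also: plate controls were vehicle for no effect and reference inhibitor for full effect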
Hsp70 inhibitors = Hsp70 inhibitors, probe displacement, primary screen, biochemical, fluorescence polarization (AID 583). Heat shock 70 kDa protein 1A (Homo sapiens). 140,000 tested, 0.06% active. displacement, % at 20 µM, or IC50 in µM where a hit was titrated. Hsp70 fluorescence polarization probe displacement, mP; higher % means a stronger effect; in the data active = displacement above about 50%;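 also: plate controls were vehicle for no effect and reference ligand for full effect; a part of the inactive calls stands beside numbers as strong as those of hits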
An asterisk follows results filed as active; x = no result given; & = joins results of further samples. This is a subset; count on the stated rates, not on these rows.

smiles | Hsp70 inhibitors | Rat MKP-3 inhibitors
COc1ccccc1N1CCN(CC(=O)c2c(C)[nH]c3ccccc23)CC1 | -5.3% | 0%
CC1(C)CC(=O)C2=C(C1)Nc1ccccc1N=C2 | 1.0% | 8%
CC1(C)C(=O)OC(c2cccs2)C(C)(C)C1=O (stereo not drawn) | 1.6% | 3%
CCn1c2ccccc2c2cc(NC(=O)CSc3nnc(-c4ccc(OC)c(OC)c4)n3N)ccc21 | -7.3% | x
CCn1c(=N)c(C(=O)NC)cc2c(=O)n3cccc(C)c3nc21 | -1.1% | -5%
COc1ccc(C2c3c(oc4ccc(C)cc4c3=O)C(=O)N2c2cc(C)ccn2)cc1OC (stereo not drawn) | -1.8% | -5%
CCN1CCN(CCNC(=O)CS(=O)(=O)Cc2nc(-c3ccc(C)cc3)oc2C)CC1 | -2.6% | -3%
Fc1ccc(NC(=S)N2CCN(c3ncccn3)CC2)cc1 | -0.1% | 2%
O=C(COc1cccc2ccccc12)Nn1cnnc1 | 0.9% | 1%
CN=C1SC(CC(=O)Nc2ccccc2F)C(=O)N1C (stereo not drawn) | 0.8% | 5%
Cc1cc(C)n(Cc2cc(C)c(Cn3nc(C)cc3C)cc2C)n1 | -2.4%&-3.3% | 0%&0%
O=C1NC(=Nc2ccc(O)cc2)S/C1=C\c1ccccc1 | -6.5% | -2%
COc1ccc(CCNC(=O)CSc2nc(O)c(C(C)C)c(=O)[nH]2)cc1OC | 1.3% | x
Fc1cccc(-n2c(-c3ccco3)nc3nc4ccccc4nc32)c1 | 2.6% | -12%
COc1ccc(/C(O)=C2\C(=O)C(=O)N(CCN(C)C)C2c2cc(OC)c(OC)c(OC)c2)c(C)c1 (stereo not drawn) | 1.2% | -5%
O=C(Nc1cccc(-c2nc3ccccc3s2)c1)c1ccc(Cl)cc1Cl | -3.4% | 4%
O=C(Nc1ccccc1)N1CCN(Cc2ccc3c(c2)OCO3)CC1 | -5.3%&-2.6% | -9%&2%
COc1cc2c(cc1OC)C(COc1ccc(F)cc1)N(C(=O)c1ccco1)CC2 (stereo not drawn) | -3.7% | 1%
CCCC(=O)Nc1cccc(NC(=O)c2cc3ccccc3o2)c1 | 0.8% | 4%
COc1ccc(C(=O)/C=C/Nc2ccc(Cl)cc2[N+](=O)[O-])cc1OC | 2.8% | 3%
COc1ccc(N(CC(=O)Nc2cccc(Br)c2)S(C)(=O)=O)c(OC)c1 | 6.4% | -2%
CCOC(=O)CSc1nnc(CNC(=O)c2ccc(OC)cc2)n1C1CCCCC1 | 2.5% | 1%
CC1CN(C)C(C)CC1OC(=O)c1ccccc1Cl (stereo not drawn) | -2.0% | 0%
CCn1c(COc2ccccc2)nnc1SCC(=O)Nc1ccc2c(c1)OCCO2 | 0.5% | -9%
CCCCCC1CC(=O)N(Cc2ccc(Cl)cc2)C(=O)N1 (stereo not drawn) | -1.6% | 2%
COc1ccc(NC(=O)CN(c2cccc(Br)c2)S(=O)(=O)c2ccccc2)cc1 | 3.4% | -1%
CC(C)(C)c1cc(C(C)(C)C)cc(S(=O)(=O)CCc2ccccn2)c1 | 2.7% | x
COc1ccccc1NC(=O)N1CCC(c2nc3cc(C)c(C)cc3[nH]2)CC1 | 4.7% | x
O=C(Nc1cccnc1)c1ccccc1[N+](=O)[O-] | 2.5% | 0%
CCCCOC(=O)Nc1cccc(Cl)c1C | -0.2% | x
Cn1c(SCC(=O)C(C)(C)C)nnc1-c1cccnc1 | 0.4% | -13%
Cn1c(=O)[nH]c(=O)c2c1nc(N(CCO)Cc1ccccc1)n2CCCc1ccccc1 | x | 1%

Taken from above:
Reading for `COc1ccccc1NC(=O)N1CCC(c2nc3cc(C)c(C)cc3[nH]2)CC1` in Hsp70 inhibitors: 4.7%
Reading for `Cn1c(SCC(=O)C(C)(C)C)nnc1-c1cccnc1` in Rat MKP-3 inhibitors: -13%
Reading for `CCCCOC(=O)Nc1cccc(Cl)c1C` in Hsp70 inhibitors: -0.2%

Next section
smiles | Hsp70 inhibitors | Rat MKP-3 inhibitors
COc1cccc(C2C(C(=O)Nc3ccccc3)=C(C)N=c3s/c(=C\c4ccc(N5CCOCC5)o4)c(=O)n32)c1 (stereo not drawn) | -141% | 4%
O=C(COC(=O)c1ccc(S(=O)(=O)NCc2ccco2)cc1)c1ccc(Cl)cc1 | 2.4% | 3%
Cn1c(=O)c2c(nc(Br)n2CCSc2nc3ccccc3o2)n(C)c1=O | -2.8% | -4%
COC1C(C)=C(c2ccccc2F)C(=O)N1Cc1ccccc1 (stereo not drawn) | -1.5% | 2%
O=C(COC(=O)C12CC3CC(CC(C3)C1)C2)N1CCN(S(=O)(=O)c2ccccc2)CC1 | 0.5% | -5%
Cc1cc(C)c(NC(=O)C2CCCN2CCCO)c(C)c1 (stereo not drawn) | -3.3% | 2%
CCN1C(=O)/C(=C\c2cc(Cl)ccc2O)SC1=S | 3.9% | 2%
COc1ccccc1NC(=O)N1CCCC1C(=O)NC1CCCCC1 (stereo not drawn) | -0.5% | 2%
CN(C(=O)COC(=O)CNS(=O)(=O)/C=C/c1ccccc1)C1CCS(=O)(=O)C1 (stereo not drawn) | 4.9% | 2%
CC(=O)c1ccc2c3c(onc13)-c1ccccc1C2=O | 4.9% | 42%
CC(C)N1C(=O)C2ON(c3ccccc3)C(c3cccs3)C2C1=O (stereo not drawn) | 6.4% | -15%
COC(=O)CNC(c1ccccc1)c1cc(Br)ccc1NS(=O)(=O)c1ccccc1 (stereo not drawn) | 2.4% | -1%
Cc1nc2ccccc2n1S(=O)(=O)N(C)C | 5.8% | -12%
Cc1cc(OCC(=O)NC2CCCCCCC2)ccc1Br | 2.2% | -2%
COc1cc2c(cc1OC)C(c1ccc(C)o1)CC(=O)N2 (stereo not drawn) | 0.2% | -9%
O=S(=O)(NC1CCCCCC1)c1cc(Cl)ccc1Cl | 2.9% | -2%
Cc1ccc(/C=C2\SC(=S)N(CCS(=O)(=O)O)C2=O)cc1 | 7.0% | 4%
CCOC(=O)c1ccc(N/C=C/C(=O)c2ccco2)cc1 | -4.5% | x
Cc1ccc2c(C)c(C(=O)Nc3nnc(C)s3)oc2c1 | 0.3% | 0%
CN1CCN(/C=N/C2=C(C#N)C(c3ccccc3)C3=C(CC(C)(C)CC3=O)O2)CC1 (stereo not drawn) | -0.7% | x
CCN(C(=O)COC(=O)c1ccc(OCc2c(C)noc2C)cc1)c1ccccc1 | 1.6% | x
C1=C(c2ccccc2)CCN(c2ncnc3nc[nH]c23)C1 | -1.8% | -12%
Cc1c(C(c2cc([N+](=O)[O-])cc([N+](=O)[O-])c2O)c2c(C)n(C)n(-c3ccccc3)c2=O)c(=O)n(-c2ccccc2)n1C | 10% | -2%
Cc1ccc(-c2ccc(OCC(=O)Nc3ccc(S(=O)(=O)Nc4onc(C)c4C)cc3)cc2)cc1 | -4.1% | 2%
Cc1cc2c(cc1C)N(C(=O)CSc1ncn[nH]1)C(C)(C)c1ssc(=S)c1-2 | 1.2% | 4%
CN1Cc2cc(C(=O)c3cc(Cl)cc(CSc4ncccn4)c3O)cnc2NC1=O | -6.2% | 13%
Cc1ccc(-c2nnc(NC(=O)c3ccccc3C)s2)cc1 | 8.5% | 0%
CC(=O)Nc1ccc(S(=O)(=O)NCCc2ccc(F)cc2)cc1 | -4.3% | x
Clc1cccc(OCCOCCN2CCOCC2)c1Cl | -4.5% | -3%
NCCNCCNCCN | 0.6% | x
O=C(CCCNS(=O)(=O)c1cccc2nsnc12)NCCc1ccccc1 | -1.7% | -3%
O=C(CC1Sc2ccc(C(F)(F)F)cc2NC1=O)Nc1ccccc1 (stereo not drawn) | 2.3% | 0%
O=C(/C=C/c1ccc([N+](=O)[O-])cc1)Nc1ccc(S(=O)(=O)N2CCOCC2)cc1 | -1.1% | 4%
N#CC(=C1CCCCC1)c1nc(-c2ccc([N+](=O)[O-])cc2)cs1 | 3.6% | 3%
COc1ccccc1N1CCN(S(=O)(=O)c2cn(C)c(=O)n(C)c2=O)CC1 | 0.9% | -10%
COC(=O)CSc1nc2cc(C)ccc2cc1C#N | 0.4% | -5%
COc1ccc(Cl)cc1NC(=O)C1CCCN(S(=O)(=O)c2cccc3nonc23)C1 (stereo not drawn) | x | -10%
Cc1ccc(NC(=O)Nc2ncccc2C)cc1 | -9.2% | x
COc1cc(OC)cc(C(=O)NC2CC2)c1 | 2.0% | 2%
CCCCc1nc2ccccc2c(NC(=O)CN(CC)CC)c1CCC | 1.0% | x
Cc1cc(C)cc(NS(=O)(=O)c2ccc3ccccc3c2)c1 | -2.8% | 3%
Cn1c(=O)n(C)c2cc(S(=O)(=O)N3CCCc4ccccc43)ccc21 | 0.2% | 2%
Cc1cc(C)nc(-n2c(Nc3ccccc3)cc(=O)c3c(C)n(-c4ccccc4)c(=O)nc32)n1 | -1.3% | -11%
CC1=C(C(=O)OCC(C)C)C(c2cc([N+](=O)[O-])ccc2Cl)C2=C(CCCC2=O)N1 (stereo not drawn) | 8.1% | 2%
COc1ccc(C(=O)NCc2nnc(SC)n2C2CCCCC2)cc1 | 4.6% | -2%
COc1ccc(NC(=O)C(C)NS(=O)(=O)c2ccc(NC(C)=O)cc2)cc1Cl (stereo not drawn) | -0.5% | 6%
CCOc1cc(/C=N/N=C(N)N)ccc1OCc1ccccc1 | 7.2% | -2%
CCC1=NC(c2ccccc2OC)N(O)C1(C)C (stereo not drawn) | -4.1% | -1%

Shown with two lines to a compound: entries from further up
Results follow in this order: Hsp70 inhibitors, Rat MKP-3 inhibitors
Cn1c(=O)n(C)c2cc(S(=O)(=O)N3CCCc4ccccc43)ccc21
→ 0.2%, 2%
Cc1cc(C)nc(-n2c(Nc3ccccc3)cc(=O)c3c(C)n(-c4ccccc4)c(=O)nc32)n1
→ -1.3%, -11%

(next part)
smiles | Hsp70 inhibitors | Rat MKP-3 inhibitors
COCc1cc(C)nc2sc(C(=O)N3CCCC3)c(N)c12 | -2.3% | -17%
O=C(CN1C(=O)NC2(CCCCCCC2)C1=O)N1CCc2ccccc2C1 | -4.8% | x
CNC(=S)NCCc1c[nH]c2ccc(OC)cc12 | -4.8% | 4%
COC(=O)c1ccc(-n2c(C)cc(C=C3C(=O)N(C)C(=O)N(C)C3=O)c2C)cc1 | 5.5% | -3%
COc1cc(NS(=O)(=O)c2ccc(NC(C)=O)cc2)cc(OC)c1 | 1.0% | -8%
S=C1NC(c2ccccc2)=NCN1c1ccc(Cl)cc1 | 5.2% | x
COc1cccc(N2C(=O)c3ccc4c5c(ccc(c35)C2=O)C(=O)N(c2cccc(OC)c2)C4=O)c1 | 6.9% | 0%
CCn1c(=O)n(CC(=O)NCc2ccccc2OC)c(=O)c2ccccc21 | 1.3% | -7%

Fetched by structure from the list above:
smiles | Hsp70 inhibitors | Rat MKP-3 inhibitors
COC(=O)c1ccc(-n2c(C)cc(C=C3C(=O)N(C)C(=O)N(C)C3=O)c2C)cc1 | 5.5% | -3%
O=C(CN1C(=O)NC2(CCCCCCC2)C1=O)N1CCc2ccccc2C1 | -4.8% | x
COc1cccc(N2C(=O)c3ccc4c5c(ccc(c35)C2=O)C(=O)N(c2cccc(OC)c2)C4=O)c1 | 6.9% | 0%
S=C1NC(c2ccccc2)=NCN1c1ccc(Cl)cc1 | 5.2% | x

(list continues)
smiles | Hsp70 inhibitors | Rat MKP-3 inhibitors
O=C(NCc1ccccn1)c1ccc2c(c1)OCO2 | 1.2% | 5%
C/C(=N/Oc1nc(C)cc(C)n1)c1ccccc1 | -1.8% | x
Cc1cc(/C=N/O)c(C)n1-c1ccccc1 | x | -1%
COc1cccc(CC2CC(=O)N(CCc3ccc4c(c3)OCO4)C2=O)c1 (stereo not drawn) | -3.9% | x
COc1ccc2c(c1)C(=NO)c1cc(OC)ccc1-2 | -1.6% | -8%
Cc1nn2c3ccccc3nc2n1CCN1CCOCC1 | -0.3% | 4%
OCc1nc2ccccc2n1Cc1ccc2ccccc2c1 | -0.5% | 5%
COc1ccc(NC(=O)CSc2nc3c(c(=O)n2-c2ccc(F)cc2)SCC3)c(OC)c1 | -1.5% | 4%
Cc1cc(C(=O)CSc2nnc(-c3cccc(F)c3)n2N)c(C)n1Cc1ccc2c(c1)OCO2 | 0.3% | -7%
Cc1nc(NCCO)c2nnn(Cc3ccccc3F)c2n1 | -0.9% | -8%
COc1cccc(/C=N/Nc2snc(SC)c2C#N)c1O | 29% | x
Cc1cccc(OCC(=O)Nc2ccccc2Cl)c1C | -5.6% | 2%
O=C(Nc1ccc(C(F)(F)F)cc1)C1CCCN1S(=O)(=O)c1cccc2cccnc12 (stereo not drawn) | 1.2% | 3%
CSc1ccccc1C(=O)NCc1ccc2c(c1)OCO2 | 2.2% | 0%
COc1ccc(Cl)cc1NC(=O)c1cccc(N(C)C)c1 | -1.2% | -5%
COc1cccc(-c2nnn(CC(=O)O)n2)c1 | 4.6% | 7%
O=C(Nc1ccc(C(=O)N2CCCC2)cc1)c1ccc2c(c1)OCO2 | -1.9% | x
CC1(C)Cc2ccccc2-c2nnc(-c3ccccn3)n21 | -6.3% | -2%
CC(Oc1ccc2c3c(c(=O)oc2c1)CCCC3)C(=O)c1ccccc1 (stereo not drawn) | 2.3% | 5%
COc1ccccc1Nc1ccc(C(=O)NC2CCCCC2)cn1 | 1.4% | -3%
CCCn1c(CN2CCN(c3cccc(Cl)c3)CC2)nc2c1c(=O)n(C)c(=O)n2C | 2.3% | 1%
c1ccc(-c2nc3ccccc3o2)nc1 | 0.3% | -6%
Cc1ccc(-n2c(SCC(=O)Nc3ccc4c(c3)OCO4)nnc2-c2ccccn2)cc1 | -1.1% | x
Cc1cc2c(nc3s/c(=C\c4ccc(-c5ccc(F)cc5)o4)c(=O)n32)c(Br)c1C | -4.7% | 2%
O=C(NCCc1c[nH]c2ccccc12)c1ccc(S(=O)(=O)NCc2ccco2)cc1 | -2.5% | -1%
COc1cc(NC(=O)c2ccc(C)cc2)cc(OC)c1 | 1.8% | 1%
COc1ccc(-c2nnc(SCC(=O)N3CCCc4ccccc43)o2)cc1OC | -2.8% | x
